Screens from PubChem BioAssay.
Epigenetic reg – Quantitative High-Throughput Screen for Regulators of Epigenetic Control | murine LDR cells, GFP reporter derepression, 30 h | Potency, µM (titrated, usually from 53.9 µM), for the others: top-dose GFP activation, hits mostly activators | 280,000 tested, 0.2% active; active means well fitted activation curve with a large enough effect; inconclusive means small, poorly fitted or top-dose-only effect; further: % of control where 0% means no effect; nearly all actives have a fitted effect of over 60% in size
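Derepression of a silenced CMV-GFP reporter in murine LDR cells is scored by enumerating GFP-positive cells with a laser-scanning microplate cytometer after 30 hours of treatment at 37 C.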
Numbers without * were called inactive; u = inconclusive. Potency means the concentration at half of the fitted maximal effect. Some of the compounds tested (hit frequency here may not be typical).

SMILES	Epigenetic reg
Cc1ccc(-n2ncc3c(NCCC4=CCCCC4)ncnc32)cc1	0.6%
COc1ccc(Br)cc1CNC(=O)CN1C(=O)c2cccnc2Oc2ccc(C)cc21	-1.2%
CC(C)OCCCn1c(=O)c2ccccc2n2c(-c3ccccc3)nnc12	-1.9%
COc1ccc(-c2nc3c(c(SCC(=O)Nc4ccccc4OC)n2)Cc2cccc(C)c2O3)cc1	-1.1%
CC(C)c1nn2c(=O)cc(COC(=O)c3ccc(NC(=O)c4ccccc4Cl)cc3)nc2s1	-1.0%
CCc1ccc2oc(-c3cc(NC(=O)C(C)C)cc(C)c3O)nc2c1	2.2%
O=C(Nc1ccc2oc(-c3cccnc3)nc2c1)c1ccc(Br)cc1	2.9%
CCOc1ccc(-c2cc(C(=O)N3CCN(c4cccc(C)c4)C(C)C3)c3ccccc3n2)cc1 (centres undefined)	5.3%
COc1ccccc1OCc1nc(C#N)c(NCc2ccc(C)cc2)o1	1.6%
O=C(CCC1CCCC1)N1CCc2c([nH]c3ccccc23)C1c1ccc(F)cc1 (centres undefined)	2.1%
COc1ccc(CCNC(=O)CSc2cn(CCNC(=O)c3ccc(OC)c(OC)c3)c3ccccc23)cc1OC	u
CCc1ccc(NC(=O)c2nc3nc(C)cc(C(F)F)n3n2)cc1	-1.1%
CCCCC(=O)OC1=C(C(=O)c2ccccc2)N(CCC)S(=O)(=O)c2ccccc21	1.4%
Cc1ccc(-c2cn3c(n2)sc2cc(C(=O)NC(C)C45CC6CC(CC(C6)C4)C5)ccc23)cc1 (centres undefined)	0.8%
Cc1cc(C)c2c(=O)c3c(oc2c1)C(=O)N(Cc1ccco1)C3c1ccccc1F (centres undefined)	-0.6%
COc1ccc(CN2C(=O)N(c3ccc(F)cc3)C(=O)C2CC(=O)Nc2ccccc2)cc1 (centres undefined)	-2.0%
CCc1cccc(C)c1NC(=O)NC1COc2ccccc2C1 (centres undefined)	4.7%
O=C(CN1C(=O)CCSc2ccc(S(=O)(=O)N3CCCC3)cc21)Nc1ccccc1Cl	1.7%
COc1cccc(NC(=O)CSc2ncc(S(=O)(=O)c3ccc(C)c(C)c3)c(=O)[nH]2)c1	0.8%
COc1cccc2c1cc1c(=O)n(CC(=O)N3CCN(c4cc(Cl)ccc4C)CC3)nc(C)n12	1.4%
Cc1cccc(NC(=O)Cn2c(C(F)(F)F)nc3ccccc32)c1C	0.0%
COC(=O)c1c(NC(=O)Cc2coc3ccc(C(C)C)cc23)sc2c1CCC2	2.6%
O=C(NCC(c1cccnc1)N1CCN(Cc2ccccc2)CC1)C(=O)Nc1ccc(F)cc1 (centres undefined)	1.4%
Cc1ccc(S(=O)(=O)NCCc2nnc3ccc(SCC(=O)Nc4ccc(F)cc4F)nn23)cc1	-2.1%
CCOCCc1nn2c(=O)cc(COC(=O)C3CCCCC3)nc2s1	0.8%

Individual results from the entries so far:
Epigenetic reg, Cc1cc(C)c2c(=O)c3c(oc2c1)C(=O)N(Cc1ccco1)C3c1ccccc1F (centres undefined) = -0.6%
Epigenetic reg, CCc1cccc(C)c1NC(=O)NC1COc2ccccc2C1 (centres undefined) = 4.7%
Epigenetic reg, COC(=O)c1c(NC(=O)Cc2coc3ccc(C(C)C)cc23)sc2c1CCC2 = 2.6%
Epigenetic reg, Cc1ccc(S(=O)(=O)NCCc2nnc3ccc(SCC(=O)Nc4ccc(F)cc4F)nn23)cc1 = -2.1%
Epigenetic reg, CCc1ccc2oc(-c3cc(NC(=O)C(C)C)cc(C)c3O)nc2c1 = 2.2%

An excerpt from above in order of their number in Epigenetic reg, ascending.
SMILES	Epigenetic reg
CCc1ccc(NC(=O)c2nc3nc(C)cc(C(F)F)n3n2)cc1	-1.1%
Cc1cc(C)c2c(=O)c3c(oc2c1)C(=O)N(Cc1ccco1)C3c1ccccc1F (centres undefined)	-0.6%
COc1cccc(NC(=O)CSc2ncc(S(=O)(=O)c3ccc(C)c(C)c3)c(=O)[nH]2)c1	0.8%

Structures above that have bromine, in the order listed:
SMILES	Epigenetic reg
COc1ccc(Br)cc1CNC(=O)CN1C(=O)c2cccnc2Oc2ccc(C)cc21	-1.2%
O=C(Nc1ccc2oc(-c3cccnc3)nc2c1)c1ccc(Br)cc1	2.9%

(list continues)
SMILES	Epigenetic reg
CCCCn1cc(S(=O)(=O)c2ccc(F)cc2)c(=O)c2ccccc21	-2.7%
COc1cccc(CNC(=O)c2cc3c(s2)-c2c(C)cccc2OC3)c1	2.2%
COc1ccc(N2CCN(C(=O)CSCc3nc(-c4ccccc4Cl)oc3C)CC2)cc1	3.3%
CC(C)Nc1ccc(-c2nc(-c3ccccn3)no2)cc1[N+](=O)[O-]	-3.5%
CC(C)CN(c1ccccc1)S(=O)(=O)c1nnc(NC(=O)c2ccco2)s1	0.0%
COc1ccccc1-c1nnc(C2CCN(C(=O)c3ccccc3C)CC2)o1	-2.0%
O=C(NCCc1ccc(Cl)cc1)C(=O)NCC(c1cccs1)S(=O)(=O)c1cccs1 (centres undefined)	6.8%
O=C(NCCc1nc2ccccc2n1Cc1ccc(Cl)cc1Cl)c1ccco1	3.7%
O=C(Nc1ccc(C(=O)OCc2cc(=O)n3c4c(sc3n2)CCCC4)cc1)c1ccccc1	-2.4%
CCOc1cc(CN2CCN(S(=O)(=O)c3ccc(C)cc3)CC2)ccc1OC	-1.2%
COC(=O)c1ccccc1NC(=O)c1cc2c(s1)-c1ccccc1OC2	1.1%
CCC1Oc2ccc(Cl)cc2N(CC(=O)NCCc2ccc(Cl)cc2)C1=O (centres undefined)	0.0%
O=C(CSc1nc2ccccc2nc1Cc1ccccc1)N1CCCc2ccccc21	11.8%
O=C(OCc1cc(=O)n2nc(-c3cccs3)sc2n1)c1ccc(Cl)cc1	0.8%
CCCCC(=O)Nc1ccc2nc(SCC(=O)N3CCOCC3)sc2c1	0.0%
COC(=O)c1sccc1S(=O)(=O)N(CC(=O)Nc1cccc(C)c1C)c1ccc(C)c(C)c1	2.3%
O=C(Nc1ccc2c(c1)N(C1CCCC1)C(=O)c1ccccc1S2)c1ccc(F)cc1	-1.3%
Fc1ccc(-c2noc3ncnc(N4CCN(c5ccccc5)CC4)c23)cc1	-0.4%
CCOC(=O)N1CCc2c(sc3c2c(=O)n(-c2ccc(Cl)cc2)c(=O)n3Cc2cccc(OC)c2)C1	-0.9%
CCOc1ccc(NC(=O)CSc2nc(-c3cccc(Cl)c3)nc3c2Cc2c(CO)cnc(C)c2O3)cc1	3.6%
COc1cccc(NC(=O)CSc2nc3c([nH]c4ccccc43)c(=O)n2-c2cc(C)cc(C)c2)c1	0.0%
O=C(Nc1ccc(-c2nc3cc(Cl)ccc3o2)cc1)c1cc(Br)ccc1Cl	u
Cc1ccc2c(c1)-c1c(c(C(=O)N3CCN(c4cc(C)ccc4C)CC3)nn1C)CS2	-3.4%
CCC(C)NC(=O)CCCn1c(=O)c2cccn2c2ccccc21 (centres undefined)	7.0%
Cc1noc(-c2ccc(NCc3ccccc3)c([N+](=O)[O-])c2)n1	-3.9%

Gathered by group: the compounds so far with a furan ring, fused or not.
SMILES	Epigenetic reg
Cc1cc(C)c2c(=O)c3c(oc2c1)C(=O)N(Cc1ccco1)C3c1ccccc1F (centres undefined)	-0.6%
COC(=O)c1c(NC(=O)Cc2coc3ccc(C(C)C)cc23)sc2c1CCC2	2.6%
CC(C)CN(c1ccccc1)S(=O)(=O)c1nnc(NC(=O)c2ccco2)s1	0.0%
O=C(NCCc1nc2ccccc2n1Cc1ccc(Cl)cc1Cl)c1ccco1	3.7%

(listing goes on)
SMILES	Epigenetic reg
CCOC(=O)c1c(C)n(-c2ccccc2)c2ccc(OC(=O)c3cccc(OC)c3OC)cc12	-1.1%
COc1ccc(OC)c(CNC(=O)c2cc3c(=O)oc4ccc(C)cc4c3s2)c1	0.0%
COc1cc(C2c3c(-c4ccccc4O)n[nH]c3C(=O)N2Cc2ccncc2)cc(OC)c1OC (centres undefined)	-0.7%
Fc1ccccc1CNCCCSc1nnnn1-c1ccccc1	-1.6%
COc1cc(Cl)c(C)cc1NC(=O)Cn1cc(S(=O)(=O)N2CCN(c3ccccc3F)CC2)c2ccccc2c1=O	-0.1%
COC(=O)c1ccc2oc(=O)c(S(=O)(=O)c3ccc(C)cc3)cc2c1	-1.1%
CCCCc1nn2c(=O)cc(COC(=O)c3ccc(NC(=O)CCc4ccccc4)cc3)nc2s1	6.3%
Cc1ccn2cc(-c3ccc(C)c(NS(=O)(=O)c4ccc(Cl)cc4)c3)nc2c1	4.9%
Cc1nc2cccnc2n1-c1cccc(C(=O)NCCc2ccc(S(N)(=O)=O)cc2)c1	-1.0%
Cc1cc(Br)cc(C)c1OCC(=O)Nc1ccc(S(=O)(=O)Nc2ncccn2)cc1	-1.0%
Cc1ccc(CCNC(=O)CN(c2ccc(C)cc2)S(=O)(=O)N(C)C)cc1	3.5%
O=c1c(S(=O)(=O)c2ccc(Cl)cc2)cn(Cc2ccc(F)cc2)c2ccc(F)cc12	6.8%
CC(C)CC(NC(=O)C1CCCCC1)C(=O)Nc1cccc(C(F)(F)F)c1 (centres undefined)	u
COc1ccccc1CNC(=O)CCC1N=C2c3ccccc3N=C(SCC(=O)NCCc3ccc(OC)c(OC)c3)N2C1=O (centres undefined)	-1.6%
Cc1ccc2nc(-c3ccc(NC(=O)COc4ccccc4)cc3)sc2c1	-0.8%
COc1cc(C)ccc1OCCn1c(-c2ccc(Cl)cc2)nc2ccccc2c1=O	1.1%
CCOc1ccccc1NC(=O)c1cn(C2CCCC2)c(=O)c2c1c1ccccc1n2C	0.4%
COc1ccc(OC)c(/C=C(\C#N)c2nc(-c3ccc(F)cc3)cs2)c1	u
COCCCn1c(=N)c(C(=O)NC2CCCCC2)cc2c(=O)n3cc(C)ccc3nc21	0.3%
COc1ccc(OC)c(-n2nnc(-c3nc(-c4cc(OC)c(OC)c(OC)c4)no3)c2C)c1	13.3%
CCOC(=O)Cn1c(=O)oc2cc(S(=O)(=O)N3CCN(c4cccc(C)c4C)CC3)ccc21	-1.1%
CCOc1ccc(S(=O)(=O)Nc2cccc(OC)c2)c2cccnc12	-1.1%
CCc1cccc(C)c1NC(=O)c1nc2ccccc2nc1N1CCCCC1	2.1%
Cc1cccc(N2CCN(C(=O)CN3C(=O)COc4ccc(S(=O)(=O)N5CCC(C)CC5)cc43)CC2C)c1 (centres undefined)	2.7%
CSc1cccc(NC(=O)Cn2nc(C)c3sc4ccccc4c3c2=O)c1	1.2%
SMILES	Epigenetic reg
COc1ccccc1NC(=O)CN(C)S(=O)(=O)c1ccc2c(c1)c(=O)n(C)c(=O)n2C	2.2%
Cc1ccc(NC(=O)Cc2coc3ccc(C(C)C)cc23)c(C)c1	-1.0%
CC(NC(=O)CN(c1ccc(Cl)cc1Cl)S(=O)(=O)c1ccccc1)c1ccccc1 (centres undefined)	u
COc1ccc(-n2nc3c(N4CCCC(C(=O)NCc5ccc(C)cc5)C4)nnc(C)c3c2C)cc1 (centres undefined)	-0.2%
CCN(c1ncnc2c1c(-c1ccccc1)cn2-c1ccccc1)C1CCCCC1	3.0%
Cc1ccc2c(=O)c(C(=O)c3ccc(Cl)cc3)cn(CC(=O)NC3CCCCC3)c2n1	10.1%
COc1ccc(-n2c(=O)c3c(c4cc(OC)ccc4n3C)n(C)c2=O)cc1	-0.7%
COc1ccc(N2CC(NC(=O)c3ccc(Br)o3)CC2=O)cc1 (centres undefined)	-0.1%
O=C(NCc1ccccc1Cl)C1CCCN(C(=O)c2cnn(-c3ccc(F)cc3)c2-n2cccc2)C1 (centres undefined)	-2.3%
CCc1ccc2ncc(C(=O)c3ccc(C)c(C)c3)c(N3CCC(C(N)=O)CC3)c2c1	10.8%
COC(=O)Cn1ccc2cc(S(=O)(=O)N3CCCCC3)ccc21	5.9%
CCOC(=O)c1ccc2ncc(C(=O)OCC)c(NCCc3ccc(OC)c(OC)c3)c2c1	-2.8%
COc1cc(Nc2nc(SCc3cccc(Cl)c3)nc3ccccc23)cc(OC)c1	-1.3%
CCN1CCOC(=O)C1CC(=O)Nc1cc(Cl)ccc1OC (centres undefined)	-0.2%
CCOc1ccc(CNC(=O)c2ccc3c(c2)c(C)c(C)n3C)cc1	-3.6%
Cc1nn2c(=O)cc(COC(=O)COc3ccc(F)cc3)nc2s1	0.0%
O=C(CN1C(=O)CCSc2ccc(S(=O)(=O)N3CCCC3)cc21)Nc1ccccc1	8.5%
COC(=O)c1c(NC(=O)COc2ccc(C(C)C)cc2)sc2c1CCCC2	1.6%
COc1ccc2c(c1)c1c(c(=O)n(Cc3ccccc3)c(=O)n1CC(=O)Nc1ccccc1OC)n2C	4.1%
CC(C)CC(=O)Nc1nnc(SCc2cc(=O)n3ccccc3n2)s1	3.2%
Cc1ccc(-n2ncc(C(=O)N3CCN(c4cc(Cl)ccc4C)CC3)c2C2CCN(C(=O)OC(C)(C)C)CC2)cc1	1.3%
CC(NC(=O)c1nn(C)c2c1CSc1ccccc1-2)c1ccccc1 (centres undefined)	-2.9%
Cc1cc(C)cc(NC(=O)C2CCCN2S(=O)(=O)c2ccc3nc(-c4ccccc4)[nH]c3c2)c1 (centres undefined)	-1.5%
O=C(c1cc(-c2cccc(Cl)c2)on1)N1CCN(c2ccccc2)CC1	-1.8%
O=C(NCc1ccc(Cl)cc1)c1cc(-c2ccc(F)cc2)on1	-1.8%
SMILES	Epigenetic reg
CCc1nn(CCCC(=O)NCc2ccc(OC(C)C)cc2)c(=O)c2cc3occc3n12	1.4%
O=C(NC1CCCC1)c1ccc(CSc2nc3cccnc3n2Cc2ccccc2)cc1	0.0%
Cn1c(=O)c2cc(C(=O)NCCCN3CCN(c4ccccc4F)CC3)sc2c2ccccc21	4.1%
Cc1cc2c(cc3c(SCC(=O)Nc4cccc(Cl)c4C)nnc(C)n32)o1	13.1%
COc1ccc2c(c1)Cc1sc(NC(=O)c3ccccc3Br)nc1-2	1.0%
Cc1cccc(N2CCN(C(=O)c3cnn(-c4cccc(Cl)c4C)c3C3CCNCC3)CC2)c1C	-1.3%
Cc1ccc(-c2nc(C(=O)NCc3ccc(Cl)cc3)c3n2CCCCC3)cc1	1.4%
CC(C)c1ccc(NC(=O)CSc2nc(=O)n(Cc3cccnc3)c3c2CCC3)cc1	-1.8%
